ABCB6 inh 2 – ABCB6 transporter inhibitors, primary screen, K562-ABCB6 cells, flow cytometry, MLPCN library. K562-ABCB6 porphyrin accumulation, 1 h; active compounds read low. ATP-binding cassette sub-family B member 6 (Homo sapiens), Q9NP58. actives 0.19% (n = 360,000). fluorescence ratio to DMSO, % at 10 µM;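 active = fluorescence ratio to DMSO below 75%, the collection mean minus 3 SD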;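 note: signal is porphyrin accumulated inside mitochondria; 100% equals median channel fluorescence of DMSO control wells; lower ratio means ABCB6 inhibition with less porphyrin fluorescence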
Target sequence (Q9NP58 whole entry, looked up): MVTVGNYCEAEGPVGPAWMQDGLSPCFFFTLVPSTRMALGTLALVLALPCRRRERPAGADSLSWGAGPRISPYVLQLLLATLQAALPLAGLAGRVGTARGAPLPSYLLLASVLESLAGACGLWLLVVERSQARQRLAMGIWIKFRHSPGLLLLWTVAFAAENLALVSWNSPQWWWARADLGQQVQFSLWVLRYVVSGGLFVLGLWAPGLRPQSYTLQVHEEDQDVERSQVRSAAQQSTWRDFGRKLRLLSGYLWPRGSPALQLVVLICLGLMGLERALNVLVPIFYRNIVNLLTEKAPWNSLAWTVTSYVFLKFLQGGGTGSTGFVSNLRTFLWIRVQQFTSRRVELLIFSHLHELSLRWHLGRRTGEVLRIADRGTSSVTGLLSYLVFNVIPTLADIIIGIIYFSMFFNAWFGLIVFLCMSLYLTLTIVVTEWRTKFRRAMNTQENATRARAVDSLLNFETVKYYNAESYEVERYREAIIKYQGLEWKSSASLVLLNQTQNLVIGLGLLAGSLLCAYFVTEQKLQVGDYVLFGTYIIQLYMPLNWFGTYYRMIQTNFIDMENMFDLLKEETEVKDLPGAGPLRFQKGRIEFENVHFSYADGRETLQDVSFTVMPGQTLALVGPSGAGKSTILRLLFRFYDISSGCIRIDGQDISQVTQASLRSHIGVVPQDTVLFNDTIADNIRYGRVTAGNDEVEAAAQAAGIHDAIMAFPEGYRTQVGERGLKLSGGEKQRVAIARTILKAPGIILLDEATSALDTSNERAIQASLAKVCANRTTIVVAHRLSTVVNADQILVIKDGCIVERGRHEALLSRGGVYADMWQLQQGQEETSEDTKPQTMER
Cardio protect – cardioprotection against H2O2-induced cell death, primary screen, uHTS, H9c2 cells, ATPLite luminescence. H9c2 cardiomyocytes, H2O2 injury protection, 2 h. protection from H2O2 cell death, % at 20 µM. actives 0.63% (n = 360,000). AID 588492, 2011;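 active = compounds giving at least 50% protection of heart cells from peroxide-induced death in the single-dose screen, raw or plate-pattern-corrected value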;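 note: 0% = DMSO wells with peroxide and 100% = DMSO wells without peroxide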
HTR2A ag – mouse Htr2a agonists via beta-arrestin recruitment, primary screen, cell-based, luminescence. 5-hydroxytryptamine receptor 2A (Mus musculus), P35363. CHO-K1 mHTR2A beta-arrestin complementation; percent of 30 µM serotonin response. activation, % at 7.6 µM. actives 0.66% (n = 360,000). AID 624169, 2012;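 active = activation above a run cutoff, the mean activation of all tested compounds plus 3 SD, cut at about 14% in these data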;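 note: 0% = plate median of compound wells and 100% = 30 µM serotonin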
MC4R antag cAMP – MC4R antagonists of cAMP signaling, primary screen, cell-based, TR-FRET, antagonist arm of biased-ligand search. actives 0.48% (n = 360,000). Melanocortin receptor 4 (Homo sapiens), P32245. MC4R-expressing cells, MTII-stimulated cAMP, LANCE TR-FRET. AID 540295, 2011. inhibition, % at 6.5 µM;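 active = inhibition above its plate's cutoff, the mean of tested wells on that plate plus 3 SD, cut at about 29% in these data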;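 note: 0% = Melanotan II alone and 100% = Melanotan II plus saturating MCL0020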
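Material: U2OS-MC4R stable cell line | Reagent: Melanotan II challenge after compound preincubation | Doses: One concentration, 6.5 µM nominal | Incubation: 30-min compound preincubation, 1-h Melanotan II challenge, 1-h detection, room temperature | Signal: TR-FRET cAMP assay | Replicates: One well per compound, no replicates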
Glyco luc inh – increase of ERlucT glycosylation luciferase signal, primary screen, N-linked glycosylation inhibitor project, D54 ERlucT cells, luminescence, set 2; D54 ERlucT glycosylation luciferase reporter, 24 h; percent of 100 nM tunicamycin response; actives 0.23% (n = 360,000); reporter increase, % at 12.5 µM;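 active = mean luciferase reporter signal, scaled so untreated is 0 and the glycosylation-blocking control 100, at or above a set limit in every replicate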;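 note: luciferase carries N-glycosylation sites so blocking glycosylation raises the light; 0% = median of neutral control wells and 100% = median of 100 nM tunicamycin wells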
PDI inh – inhibitors of human PDI, primary screen, biochemical, turbidity, single point, plate reader; inhibition, % at 10 µM; PDI insulin aggregation turbidity, A650, 90 min; actives 0.052% (n = 350,000); AID 588391, 2011; Protein disulfide-isomerase (Homo sapiens), P07237;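 active = mean inhibition across replicates of 30% or more, whatever share of single replicates reach that level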;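 note: absorbance from insulin aggregation driven by PDI reduction with DTT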
aDG glyco act – activators of alpha-DG glycosylation, primary screen, uHTS, Pro5-aDG cells, AlphaScreen; alpha-DG glycosylation AlphaScreen (IIH6); 0% Pro5, 100% B10-LARGE cell signal; activation, % at 10 µM; actives 0.22% (n = 360,000);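 active = activation of at least 8% versus controls, or a plate z-score of at least 8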;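 note: Pro5 are CHO cells carrying HIG-tagged alpha-DG that lacks glycosylation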
CaV13 FRET inh – Disruptors of the CACNA1D IQ motif to Ca2+-dependent inactivation inhibitor domain association, primary screening, Förster resonance energy transfer in intact living …; HEK cells, CFP/YFP FRET ICDI-IQ, plate reader, 10 min; percent FRET-ratio fall versus neutral wells; inhibition, % at 12.3 µM; actives 0.098% (n = 340,000); AID 743397;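 active = mean replicate inhibition of at least 30% and at least 1% of replicates passing that level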;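 note: 0% = median of the neutral control wells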
MC4R barr agon – MC4R agonists recruiting beta-arrestin, primary screen, cell-based, luminescence, agonist arm of biased-ligand search | Melanocortin receptor 4 (Homo sapiens), P32245 | U2OS MC4R beta-arrestin complementation; percent of melanotan II response, DMSO zero | activation, % at 8.9 µM | actives 0.98% (n = 360,000);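 active = activation above a per-plate cutoff, the mean activation of sample wells on that plate plus 3 SD, cut at about 8% in these data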
Vif inh – HIV Vif self-association inhibitors, primary screen, imaging, HEK293T, single point; HEK293T cells, Vif self-association by quenched fluorescence, 24 h; inhibition, % at 7.49 µM; actives 0.35% (n = 340,000); AID 602346, 2012; in the data active = inhibition above about 50%, passing the limit was not always enough; note: some results filed as inactive read as strong as hits
* marks the source's active call; other numbers are inactive results; . = not tested or not shown; & = joins results of further samples; ! = not active in a repeat.

Molecule	MC4R barr agon	aDG glyco act	MC4R antag cAMP	CaV13 FRET inh	PDI inh	ABCB6 inh 2	HTR2A ag	Glyco luc inh	Cardio protect	Vif inh
CCOc1ccc(Oc2cc(NC(=O)c3ccco3)cc([N+](=O)[O-])c2)cc1	-1.0	-0.2	9	-12	3	94	-2	-7	-5	-25
CCC(CO)N=C1CC(C)(C)CC(=O)/C1=C(/O)CCCN1C(=O)c2ccccc2C1=O (stereo not drawn)	-2.5	-0.1	1	-3	-17	100	-1	0	1	-3
C=CCNC(=O)C1CC(=O)N(c2ccc(OCc3ccccc3Cl)cc2)C1 (stereo not drawn)	-0.9	0.1	-2	-2	0	98	-2	1	-3	19
COc1ccc(OC)c(S(=O)(=O)Nc2cccc(O)c2)c1	-3.1	-0.2	-3	-1	0	96	2	4	2	-4
COCCN1C[C@@H](CO)O[C@@H](n2cnc3c(NCC(C)C)ncnc32)C1	-1.9	-0.1	11	-9	-1	98	-2	1	0	2
COc1ccccc1N(CC(=O)N1CCCCCC1)S(=O)(=O)c1ccc(C)cc1	0.4	0.1	7	-4	6	100	-2	0	0	2
COc1ccccc1OCc1nnc(SCC(=O)c2cc(Cl)ccc2OC)o1	0.0	0.9	-2	-4	-3	68*	-3	2	3	-8
C#CC1(N2CCCCC2)CCCCC1	-1.4	-0.3	3	-7	-5	100	0	1	12	8
O=C(Nc1ccccc1)/C(=C/c1cccnc1)NC(=O)c1ccccc1	-2.6	-0.1	-1	-13	-8	95	-1	1	6	3
CCN(CC)CCOC(=O)c1ccc(NC(=O)CNC(=O)C2CCCCC2)cc1	-2.1	-0.1	9	-4	-3	102	-1	0	1	5
CC(C)CN1C(=O)C(=O)N(CC(=O)c2ccc[nH]2)C1=O	0.4	0.1	5	-6	-2	102	8	0	1	1
CC(C)Cn1c(-c2cc([N+](=O)[O-])ccc2Cl)nc2c1c(=O)[nH]c(=O)n2Cc1ccccc1	0.2	0.1	3	-4	-1	90	5	1	0	35
O=C1CC(N2CCSCC2)C(=O)N1CCc1ccccc1 (stereo not drawn)	-0.9	-0.1	-6	-4	-5	100	-2	-1	8	14
COC(=O)[C@@H](Cc1c[nH]c2ccccc12)NC(=O)C1CCCN(S(=O)(=O)c2ccc(C)cc2)C1 (stereo partly drawn)	-1.6	-0.2	8	-4	16	94	-8	-1	3	-10
COc1ccccc1N(C)S(=O)(=O)c1ccc(C(=O)Nc2ccc3nc(C)sc3c2)cc1	0.2	0.3	24	-19	-4	95	-3	7	0	-3
COc1cccc(NC(=O)[C@@H]2CCCN2C(=O)C2CCN(S(=O)(=O)c3ccc(C)cc3)CC2)c1	0.7	-0.3	25	-5	-1	102	2	-1	-5	-15
CCOc1ccc(C(CC(=O)O)NC(=O)C(c2ccccc2)c2ccccc2)cc1OC (stereo not drawn)	-2.3	-0.1	7	-3	14	101	2	1	-4	3
COC(=O)Cn1c2ccc(F)cc2c2nc(C)sc21	-1.5	-0.1	5	-4	1	95	-1	1	2	1
Cc1ccc(S(=O)(=O)C2C(=O)N(C)C3(C)CC2c2ccccc2O3)cc1C (stereo not drawn)	-0.4	-0.2	12	-2	-9	93	1	0	-4	-1
CCn1ncc(Br)c1C(=O)Nc1cc([N+](=O)[O-])ccc1C	0.8	0.1	1	-5	-5	96	-1	0	8	2
O=S(=O)(NCc1ccco1)c1ccc(S(=O)(=O)N2CCCC2)cc1	-1.3	0.0	-1	-4	1	100	0	1	-6	6
O=C(c1cccs1)N1CCC(c2nc3c(nnn3Cc3c(Cl)cccc3Cl)c(=O)[nH]2)CC1	-2.2	-0.1	-10	-8	0	96	7	0	10	6
O=C(NCc1ccccn1)/C(=N/O)c1ccccc1	1.6	0.2	25	-1	-6	91	4	2	2	5
O=C(Cc1cccc2ccccc12)NCCC1=CCCCC1	-1.2	0.5	-4	-5	-4	95	-3	-4	-2	-2
O=C(COC(=O)c1ccc2[nH]c3c(c2c1)CCCC3)Nc1ccccc1	7.3	1.7	1	3	1	100	0	5	4	-20
Cc1ccccc1N=CC1=C(O)c2ccccc2C1=O	5.9	0.2	-4	-6	-1	94	-3	-20	-18	1
COc1ccccc1S(=O)(=O)Cc1ccc(C(=O)N2CCN(c3cccc(Cl)c3)CC2)o1	0.1	0.1	-6	-4	1	90	2	13	23	-11
CC(C)NC(=O)NC(=O)COC(=O)c1cc[n+]([O-])cc1	-1.8	-0.1	20	-2	-1	98	8	1	1	1
CCOc1ccccc1C(=O)Nc1ccc(S(=O)(=O)N2CCOCC2)cc1	-2.1	0.0	11	.	0	94	-1	1	0	.
CCCCCCCC(=O)Nc1cc(C(=O)NCc2ccc(C)cc2)ccc1N1CCC2(CC1)CC(c1cccc(Br)c1)=NO2	-2.8	-0.5	-1	-6	-6	100	11	-6	-4	-9
O=C1CC(=O)N(c2cccc(F)c2)N1	-3.1	-0.3	7	-5	20	99	6	0	-5	7
COc1ccc(N2CCN(Cc3nc(N)nc(Nc4ccccc4OC)n3)CC2)cc1	-1.1	12*	-2	-5	3	100	2	2	2	4
COc1ccc(CN=C2NN=C(c3ccc(Cl)cc3)CS2)cc1	-1.4	0.0	13	-6	-1	97	3	1	-1	2
CC1CCCN(C(=O)CSc2nnc(-c3ccc(O)cc3)o2)C1 (stereo not drawn)	-1.1	-0.3	-1	-7	12	100	1	-3	1	-3
COC(=O)c1[nH]c2ccccc2c1NC(=O)c1ccccc1[N+](=O)[O-]	-0.9	0.1	5	-3	5	95	-2	-1	-4	0
OC(c1ccccc1)(c1nc(-c2ccc(F)c(Cl)c2)cs1)C(F)(F)F (stereo not drawn)	0.3	0.2	8	-8	-9	102	-7	0	-8	.
O=C1C(NS(=O)(=O)c2cccs2)=C(N2CCN(c3cccc(Cl)c3)CC2)C(=O)c2ccccc21	-3.5	-0.8	0	.	-2	104	-4	2	-18	-5
O=C(c1ccc2ccccc2c1)N1CCN(c2ccccn2)CC1	-0.5	0.2	-1	-19	0	97	1	-1	0	3
NC(=NCCCCCCN=C(N)/N=C(\N)Nc1ccc(Cl)cc1)/N=C(\N)Nc1ccc(Cl)cc1	2.1&4.2&0.0	1.2&1.9&-0.1	80*!	-5&-5&-5	24&-5&-10	101&103&100	-8&6&-2	-10&-7&0	-38&-41&4	6&12&25
CCn1c(C(=O)O)c(CC(=O)Nc2ccc(Br)cc2C)c2ccccc21	2.4	-0.1	29*	-21	-4	99	10	3	-4	-15
O=C(CNc1cccc(S(=O)(=O)N2CCCCC2)c1)Nc1ccc(C(F)(F)F)cc1	5.4	0.2	8	-9	2	96	-4	-3	0	.
CC(C)c1nc2oc3c(NCc4ccccn4)ncnc3c2c2c1COC(C)(C)C2	-1.7	-0.1	-6	-5	-5	95	-5	1	12	-10
CCOC(=O)c1cc(-c2ccccc2)n(CC(=O)Nc2ccc(OC)c(OC)c2)c1C	-1.2	-0.1	2	-5	15	98	-3	3	2	0
CN1CC(c2ccccc2)C(c2ccc(Cl)cc2)=N1 (stereo not drawn)	1.4	0.1	3	-3	-5	96	-4	-3	-4	-18
O=C(NC1=NCCS1)c1ccc(-c2ccc(Cl)cc2)o1	-0.6	0.7	8	-4	-2	102	1	-2	-14	-7
COc1ccc(C2CC=C(C(C)=O)CN2S(=O)(=O)c2ccccc2)cc1 (stereo not drawn)	.	2.3	.	-4	.	100	0	-2	-4	-2
COc1ccc2cc(CCNC(=O)c3cc4ccccc4o3)c(=O)[nH]c2c1	-2.4	0.4	11	-6	-9	99	4	-1	2	-5
CSc1ccc(CCNC(=O)C2CCCN(c3nn4c(=O)cc(C)nc4s3)C2)cc1 (stereo not drawn)	-3.1	-0.1	-2	-2	-2	98	2	7	-5	-16
C=CCCC(=O)Nc1nc(C)c(-c2csc(Nc3cc(OC)ccc3OC)n2)s1	0.6	-0.2	-3	-8	1	104	-1	12	2	.
Cc1cccc(N2CCN(c3nc4ccc(Cl)cc4n4cnnc34)CC2)c1C	0.8	0.0	5	-7	-16	100	4	1	0	-6
CC1CC(=O)C2=C(C1)Nc1nc3ccccc3n1C2c1cccnc1 (stereo not drawn)	-0.5	0.3	0	-7	6	96	2	8	2	0
CCc1ccc(CN2CCC(C(=O)Nc3ccc(-n4nc(C)cc4C)cc3)CC2)o1	-1.1	0.9	11	-3	2	98	-10	1	-4	22
Cc1ccc(-n2c(C)cc(/C=N/NC(=O)c3ccncc3)c2C)cc1	-1.2	-0.1	2	-4	1	102	-3	-1	-7	.
